Screening data deposited in PubChem BioAssay by The Scripps Research Institute Molecular Screening Center.
M4 antag: CHRM4 antagonism in calcium assay; P08173; hit rate 0.73% among 360,000; inhibition, % at 3 µM; AID 624125; CHO-hM4 cells, ACh EC80, Fluo-8 calcium fluorescence;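 active = inhibition above its plate's cutoff, the mean inhibition of sample wells plus 3 SD, cut at about 27% in these data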;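 also: 0% = acetylcholine EC80 with DMSO and 100% = DMSO without agonist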
Target sequence (P08173 whole entry, looked up): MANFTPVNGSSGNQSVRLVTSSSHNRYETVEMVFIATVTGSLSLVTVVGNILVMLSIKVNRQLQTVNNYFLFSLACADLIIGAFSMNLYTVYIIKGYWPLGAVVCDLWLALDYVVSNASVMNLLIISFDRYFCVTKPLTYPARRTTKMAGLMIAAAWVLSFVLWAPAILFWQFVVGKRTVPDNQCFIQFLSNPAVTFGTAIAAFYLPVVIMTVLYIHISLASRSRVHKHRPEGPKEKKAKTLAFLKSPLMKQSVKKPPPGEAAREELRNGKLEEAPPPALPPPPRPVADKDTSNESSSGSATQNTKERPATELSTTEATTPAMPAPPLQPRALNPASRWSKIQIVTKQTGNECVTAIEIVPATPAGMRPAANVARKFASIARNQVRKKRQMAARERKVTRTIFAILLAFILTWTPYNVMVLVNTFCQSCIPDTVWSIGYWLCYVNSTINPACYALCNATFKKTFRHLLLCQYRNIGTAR
CHRM5 antagonist: CHRM5 antagonism in calcium assay; P08912; CHO-hM5 cells, Fluo-8 calcium fluorescence, ACh EC80; inhibition, % at 3 µM; hit rate 0.59% among 360,000; AID 624040;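 active = inhibition above a per-plate cutoff, the mean of that plate's test compounds plus 3 SD, cut at about 27% in these data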;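 also: 0% = acetylcholine EC80 with DMSO and 100% = DMSO without agonist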
Target sequence (P08912 whole entry, looked up): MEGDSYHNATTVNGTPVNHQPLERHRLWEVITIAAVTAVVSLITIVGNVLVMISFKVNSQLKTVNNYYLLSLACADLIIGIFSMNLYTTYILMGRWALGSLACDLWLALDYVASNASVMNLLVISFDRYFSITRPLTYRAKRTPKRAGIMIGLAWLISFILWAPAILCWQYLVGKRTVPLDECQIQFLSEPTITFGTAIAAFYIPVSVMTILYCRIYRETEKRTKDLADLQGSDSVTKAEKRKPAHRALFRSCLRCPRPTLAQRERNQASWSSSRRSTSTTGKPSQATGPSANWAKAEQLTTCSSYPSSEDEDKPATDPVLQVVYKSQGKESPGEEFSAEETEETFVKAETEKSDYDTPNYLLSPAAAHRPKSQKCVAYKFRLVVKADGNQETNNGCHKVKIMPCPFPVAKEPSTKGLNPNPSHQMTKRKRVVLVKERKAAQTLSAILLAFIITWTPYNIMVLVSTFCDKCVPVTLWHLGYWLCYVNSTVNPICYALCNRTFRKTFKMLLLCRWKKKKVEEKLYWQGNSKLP
M1 antag: blocks human M1 muscarinic receptor | P11229 | CHO-K1 hM1, Fluo-8 calcium fluorescence, ACh EC80 antagonist | inhibition, % at 3 µM | hit rate 1.3% among 360,000 | AID 588852;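 active = percent inhibition above its own plate's cutoff, namely the mean of that plate's compound wells plus 3 SD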;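 also: peak over basal fluorescence ratio during 140 s after agonist addition; 0% = ACh EC80 plus DMSO and 100% = DMSO alone without agonist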
CHRM1 agonist: activates human CHRM1 receptor; P11229; CHO-K1 hM1, Fluo-8 calcium fluorescence, agonist mode; 0% DMSO, 100% acetylcholine EC100; activation, % at 3 µM; hit rate 0.33% among 360,000; AID 588814;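 active = activation above the run's mean compound activation plus 3 SD, cut at about 16% in these data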;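 also: peak over basal fluorescence ratio within a 140 s kinetic read after compound addition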
CHRM4 agonist: agonists of human muscarinic M4 receptor (CHRM4) | CHO-K1 hM4/Gqi5, Fluo-8 calcium fluorescence; vehicle 0%, full acetylcholine response 100% | AID 624127 | activation, % at 3 µM | hit rate 0.14% among 360,000;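 active = activation above the run mean over all test wells plus 3 SD, cut at about 32% in these data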;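 also: peak over basal fluorescence ratio per well then scaled between controls; 0% = DMSO wells and 100% = acetylcholine at EC100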
M5 PAM: positive allosteric modulators of human muscarinic M5 receptor | activation, % at 3 µM | hit rate 0.3% among 360,000 | CHO-K1 hM5, Fluo-8 calcium, ACh EC20 PAM; 0% = ACh EC20, 100% = ACh EC100 | AID 624038;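 active = activation above the run cutoff, the mean activation of all test compounds plus 3 SD, cut at about 18% in these data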
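Assay system: CHO-K1 hM5 cells. Also added: acetylcholine at EC20 concentration, added after compound. Dosing: 3 µM, single dose. Times: compound preincubation 140 s before EC20 acetylcholine addition. Signal: Fluo-8 calcium fluorescence. Measure: % activation relative to EC20 and EC100 ACh responses. Repeats: singlicate, one well per test compound.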
CHRM1 PAM: positive allosteric modulators of human M1 muscarinic receptor. P11229. CHO-K1 hM1, Fluo-8 calcium fluorescence, ACh EC20; 0% = ACh EC20, 100% = maximal ACh. activation, % at 3 µM. hit rate 0.088% among 360,000; in the data active = activation above about 19%, passing the limit was not always enough
M5 ag: CHRM5 agonism in calcium assay | activation, % at 3 µM | CHO-K1 hM5 cells, Fluo-8 calcium fluorescence; 0% DMSO wells, 100% maximal acetylcholine response | hit rate 0.19% among 360,000 | AID 624037;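 active = activation above the run's mean over test compounds plus 3 SD, cut at about 23% in these data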;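 also: signal is peak over basal fluorescence ratio across the kinetic read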
TAAR1 ag: human TAAR1 agonism | Q96RJ0 | CHO RD-HGA16 TAAR1, Fluo-8 calcium fluorescence; vehicle wells 0%, saturating PEA agonist 100% | activation, % at 3 µM | hit rate 0.99% among 360,000;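 active = activation above the mean activation of all test compounds in the run plus 3 SD, cut at about 38% in these data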
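System: CHO-derived RD-HGA16 cells with stable Gα16 and human TAAR1. Times: 17-24 h plating, Fluo-8 75 min 37 °C, 30 min RT. Measured by: calcium-sensitive Fluo-8 signal, excitation 470-495, emission 515-575 nm. Read-out basis: % activation relative to PEA EC100 response. Control set: DMSO and PEA EC100. Repeats: no replicates (n 1).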
Active calls of the source: *; · = not tested or not shown. The list is partial; rates above refer to the full screens.

1	Cc1c(NC(=O)c2cccc(NC(=O)Cc3ccccc3F)c2)c(=O)n(-c2ccccc2)n1C
2	CC(C)c1ccc(N2C(=O)C(Cl)=C(N3CCOCC3)C2=O)cc1
3	O=C(NC(=S)NC1CCCCCC1)c1cncc(Br)c1
4	NC(=O)C1(N2CCCCC2)CCN(C(=O)CSc2nc3ccccc3s2)CC1
5	NC(=O)NCC(c1ccccc1)C1CCCCC1 (stereo not drawn)
6	CC(=O)c1ccc(NC(=S)N2CCCCCC2)cc1

assay / compound | 1 | 2 | 3 | 4 | 5 | 6
M4 antag | -5 | -14 | -7 | -7 | 0 | -4
CHRM5 antagonist | 4 | 9 | -8 | 8 | 7 | 1
M1 antag | -5 | -9 | 3 | -11 | -9 | 4
CHRM1 agonist | -2 | -3 | -9 | -3 | -3 | -2
CHRM4 agonist | 2 | 0 | -2 | 3 | 2 | 1
M5 PAM | -2 | -2 | -1 | -5 | -5 | 4
CHRM1 PAM | 10 | 6 | -7 | 3 | 7 | 3
M5 ag | 3 | -1 | -5 | 0 | -1 | -2
TAAR1 ag | 3 | 0 | 3 | 0 | 4 | 3

7	CC(C)OC(=O)CCC1(C(=O)O)CCC(=O)NC1 (stereo not drawn)
8	CCc1cccc(C)c1NC(=O)COC(=O)CSCc1ccccc1
9	COc1ccc(N/C=C(/C(C)=O)c2ccccc2)cc1
10	CCOC(=O)c1ccc(S(=O)(=O)NNC(=O)COc2cccc(C)c2)cc1
11	COc1cc(OC)c(C2C(C#N)=C(N)OC3=C2C(=O)CC(C)C3)cc1OC (stereo not drawn)
12	CCN1CCN(C(=O)C2CCN(S(=O)(=O)N3CCC4(CC3)OCCO4)CC2)CC1

assay / compound | 7 | 8 | 9 | 10 | 11 | 12
M4 antag | -2 | 7 | 2 | 10 | 6 | 4
CHRM5 antagonist | 2 | 23 | 3 | 1 | 0 | -4
M1 antag | -17 | 2 | -4 | 0 | -6 | 4
CHRM1 agonist | 2 | -3 | -5 | -7 | -3 | -3
CHRM4 agonist | 1 | 1 | -1 | 1 | 0 | 0
M5 PAM | -6 | 5 | -2 | -4 | 2 | 2
CHRM1 PAM | 1 | 3 | 2 | 2 | 5 | 0
M5 ag | 1 | -3 | -3 | -1 | 3 | -3
TAAR1 ag | 2 | 6 | -1 | 1 | 7 | 0

Part of the list above, showing only CHRM5 antagonist, CHRM1 agonist and M5 PAM:
| No. | structure | CHRM5 antagonist | CHRM1 agonist | M5 PAM |
| --- | --- | --- | --- | --- |
| 8 | CCc1cccc(C)c1NC(=O)COC(=O)CSCc1ccccc1 | 23 | -3 | 5 |
| 9 | COc1ccc(N/C=C(/C(C)=O)c2ccccc2)cc1 | 3 | -5 | -2 |
| 10 | CCOC(=O)c1ccc(S(=O)(=O)NNC(=O)COc2cccc(C)c2)cc1 | 1 | -7 | -4 |
| 11 | COc1cc(OC)c(C2C(C#N)=C(N)OC3=C2C(=O)CC(C)C3)cc1OC (stereo not drawn) | 0 | -3 | 2 |
| 12 | CCN1CCN(C(=O)C2CCN(S(=O)(=O)N3CCC4(CC3)OCCO4)CC2)CC1 | -4 | -3 | 2 |

The list goes on:
13	Cc1noc(C)c1S(=O)(=O)NCCc1ccc(S(N)(=O)=O)cc1
14	CN(C)CCC1(c2ccccc2)CCN(C)C1=O (stereo not drawn)
15	CCCCn1c(=O)[nH]c(=O)c2c1nc(-c1ccc(OCCC)c(OCC)c1)n2C
16	Cc1csc(NC(=O)c2cccc(Cn3nc(C)c(Br)c3C)c2)n1
17	Cc1csc(SCC(=O)Nc2cccc(S(=O)(=O)N3CCOCC3)c2)n1
18	O=C(NC1CCCc2ccccc21)c1ccc(F)cc1F (stereo not drawn)

assay / compound | 13 | 14 | 15 | 16 | 17 | 18
M4 antag | -5 | -8 | -6 | 0 | -21 | 4
CHRM5 antagonist | -7 | 16 | 4 | 10 | 8 | -3
M1 antag | -15 | -13 | -19 | 20 | -5 | -8
CHRM1 agonist | -2 | -5 | -3 | -5 | -4 | -9
CHRM4 agonist | 0 | 0 | 0 | 13 | 5 | 0
M5 PAM | 6 | -4 | 0 | -10 | 3 | 5
CHRM1 PAM | 0 | 8 | 10 | -17 | 9 | 7
M5 ag | 0 | -7 | 4 | 1 | -1 | -5
TAAR1 ag | 22 | 0 | 0 | 8 | 0 | -5

19	CCN([C@H](CO)CC(C)C)S(=O)(=O)c1ccccc1
20	O=C(COC(=O)CC1CC2CCC1C2)Nc1ccccc1[N+](=O)[O-] (stereo not drawn)
21	N#Cc1c(/N=C/N2CCOCC2)sc2c1CCCCC2
22	COc1ccc(-c2nnc(SCC(=O)Nc3sc4c(c3C#N)CCCC4)n2-c2ccccc2)cc1
23	CCC(=O)Nc1ccc(NC(=O)CSc2nnc(-c3ccc(O)cc3)n2CC2CCCO2)cc1 (stereo not drawn)
24	O=C1CN(C(=O)COC(=O)c2ccc(N3CCCCCC3)c([N+](=O)[O-])c2)c2ccccc2N1

assay / compound | 19 | 20 | 21 | 22 | 23 | 24
M4 antag | 6 | -11 | 2 | -2 | -4 | -2
CHRM5 antagonist | 7 | 11 | 7 | -6 | 2 | 0
M1 antag | -9 | -18 | -11 | -28 | 3 | 4
CHRM1 agonist | -5 | -2 | -4 | 0 | -3 | -8
CHRM4 agonist | 0 | -1 | 1 | 1 | 0 | 3
M5 PAM | -3 | 6 | -11 | -2 | 6 | -1
CHRM1 PAM | 7 | 11 | 9 | 8 | 4 | -12
M5 ag | 1 | 3 | -2 | 2 | 3 | -5
TAAR1 ag | 4 | 5 | 4 | 12 | 0 | 6

25	CSc1ccc(S(=O)(=O)N2CCC(C(=O)Nc3cccnc3)CC2)cc1
26	N#Cc1c(-c2ccccc2)ccn(Cc2ccc(Cl)cc2)c1=O
27	Cc1cc(N2C(=O)CC(C(C)c3ccccc3)C2=O)no1 (stereo not drawn)
28	CC1CCCCC1NC(=O)COC(=O)C12CC3CC(CC(Cl)(C3)C1)C2 (stereo not drawn)
29	CS(=O)(=O)c1ccc(Cl)c(NC(=O)COC(=O)CCN=C2NS(=O)(=O)c3ccccc32)c1
30	CCC(CC)COC(=O)C1=C(C)NC(=O)NC1c1cc(OC)ccc1OC (stereo not drawn)

assay / compound | 25 | 26 | 27 | 28 | 29 | 30
M4 antag | 7 | -3 | -1 | -2 | 0 | -8
CHRM5 antagonist | 20 | -3 | -1 | 9 | 6 | 12
M1 antag | -5 | -11 | -37 | -2 | 1 | -12
CHRM1 agonist | 4 | 1 | -1 | -3 | -5 | -3
CHRM4 agonist | 3 | 2 | 0 | 1 | 0 | 0
M5 PAM | -6 | -4 | 0 | -4 | 2 | -5
CHRM1 PAM | 11 | -3 | 8 | 6 | -1 | 4
M5 ag | -2 | 0 | -3 | 2 | 1 | -3
TAAR1 ag | 5 | 23 | 0 | 6 | 0 | -1

31	O=C1C(CO)C(CO)C(CO)C1CO (stereo not drawn)
32	O=C(Nc1cccc(S(=O)(=O)N2CCCCC2)c1)c1cc([N+](=O)[O-])ccc1N1CCOCC1
33	CCOc1ccc(NS(=O)(=O)c2ccc(C(=O)N(CC)CC(=O)NCc3cccs3)cc2)cc1
34	CCc1nc2c(OCc3ccc(F)cc3)cccn2c1N(C)C(=O)c1ccncc1
35	CCCn1cnc2c(=O)oc3ccccc3c21
36	Cc1nc(-c2ccccc2)sc1-c1nc(-c2cccnc2)ncc1S(=O)(=O)c1ccccc1

assay / compound | 31 | 32 | 33 | 34 | 35 | 36
M4 antag | 0 | -22 | 8 | -15 | -2 | 2
CHRM5 antagonist | -1 | 8 | 22 | -11 | -2 | 12
M1 antag | -15 | 0 | -5 | -18 | 4 | -2
CHRM1 agonist | 0 | -6 | -1 | -3 | -1 | -3
CHRM4 agonist | 1 | 4 | 3 | 0 | 0 | 0
M5 PAM | 2 | -16 | -7 | 1 | 30* | 2
CHRM1 PAM | 10 | -2 | 3 | 7 | 3 | 3
M5 ag | 4 | -7 | -3 | -2 | -1 | 2
TAAR1 ag | 3 | 2 | 4 | -1 | 4 | ·

37	CCc1ccc(NC(=O)CSc2nc(C)cs2)cc1
38	C/C(CC(=O)NC1CCCC1)=N\NC(=O)C1CCCCC1
39	C=C(C)c1cccc(C(C)(C)NC(=O)N2CCN(C(=O)OCC)CC2)c1
40	O=c1c(OC2OC(CO)C(O)C(O)C2OC2OC(CO)C(O)C(O)C2OC2OC(CO)C(O)C(O)C2O)c(-c2ccc(O)c(O)c2)oc2cc(O)cc(O)c12 (stereo not drawn)
41	O=C(NCCc1ccccc1)C1=CCN(S(=O)(=O)c2ccccc2)CC1
42	COc1ccccc1CNc1nc(Nc2ccccc2Cl)c2sccc2n1

assay / compound | 37 | 38 | 39 | 40 | 41 | 42
M4 antag | -9 | 5 | -12 | -5 | 4 | 4
CHRM5 antagonist | 2 | 3 | -3 | 5 | -9 | 11
M1 antag | -11 | -10 | 0 | -15 | -15 | 30*
CHRM1 agonist | -7 | -3 | 2 | 4 | 0 | -2
CHRM4 agonist | 0 | 1 | 1 | 1 | 4 | 10
M5 PAM | 0 | 2 | 2 | 0 | 4 | -8
CHRM1 PAM | 6 | 13 | -2 | 4 | 13 | -11
M5 ag | -2 | -2 | 0 | 3 | -2 | 3
TAAR1 ag | 5 | 1 | 0 | 2 | 6 | 2

An excerpt from above in order of count of non-hydrogen atoms, rising:
37	CCc1ccc(NC(=O)CSc2nc(C)cs2)cc1
18	O=C(NC1CCCc2ccccc21)c1ccc(F)cc1F (stereo not drawn)
17	Cc1csc(SCC(=O)Nc2cccc(S(=O)(=O)N3CCOCC3)c2)n1

assay / compound | 37 | 18 | 17
M4 antag | -9 | 4 | -21
CHRM5 antagonist | 2 | -3 | 8
M1 antag | -11 | -8 | -5
CHRM1 agonist | -7 | -9 | -4
CHRM4 agonist | 0 | 0 | 5
M5 PAM | 0 | 5 | 3
CHRM1 PAM | 6 | 7 | 9
M5 ag | -2 | -5 | -1
TAAR1 ag | 5 | -5 | 0

Further entries
43	N=C1/C(=C\c2ccc(Br)o2)C(=O)N=C2SC(CC(=O)N3CCOCC3)=NN12
44	COc1ccc(/C=N/NC(=O)c2ccc(O)cc2O)cc1CSc1ccccn1
45	CCN1C(=NCc2cc(OC)c(OC)c(OC)c2)N[C@@H](c2cccc(C(F)(F)F)c2)C(C(=O)OC)=C1C
46	Cc1cc(C(=O)N/N=C/C(Cl)=C/c2ccccc2)c(C)o1
47	Clc1cccc(-c2ccc(C=Nc3ccc(N4CCOCC4)cc3)o2)c1
48	COC(=O)c1c(S(C)(=O)=O)nc(-c2ccccc2)[nH]c1=O
49	CC1CCN(C(=O)COc2cccc3c2CCN(C)C3=O)CC1

assay / compound | 43 | 44 | 45 | 46 | 47 | 48 | 49
M4 antag | -6 | -3 | -3 | 11 | -1 | -10 | -18
CHRM5 antagonist | 8 | 5 | 2 | 12 | 2 | 3 | -2
M1 antag | -4 | -5 | 23 | -8 | -2 | -12 | 7
CHRM1 agonist | 0 | -8 | 6 | -2 | -6 | -4 | -4
CHRM4 agonist | 3 | -1 | 1 | 2 | 4 | 1 | 2
M5 PAM | -3 | -2 | 6 | -2 | 2 | -4 | 4
CHRM1 PAM | 4 | 7 | 2 | 3 | 6 | 6 | 2
M5 ag | -2 | 1 | 3 | -2 | -1 | -5 | 0
TAAR1 ag | 1 | 0 | 7 | 1 | 2 | 5 | 1
